# Bioassay records from PubChem.
# MsrA inh – bovine MsrA enzyme inhibitors, primary screen, biochemical, absorbance, HTS; Methionine sulfoxide reductase A (Bos taurus); purified bovine MsrA, absorbance read-out; inhibition, % at 15.5 µM; 0.75% of 360,000 active; AID 651718, 2012; in the data active means inhibition above about 4.5%;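 further: 0% = vehicle wells with enzyme and 100% = reference inhibitor wells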
# NRP1-CendR mod – modulators of CendR peptide binding to NRP-1, primary screen, biochemical, fluorescence polarization, uHTS. Neuropilin-1 (Homo sapiens), O14786. AID 602438, 2012. inhibition, % at 25 µM. FAM-RPARPAR peptide binding to NRP-1. 0.85% of 360,000 active;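 active means inhibition or corrected inhibition above about 18%, plus a signal ratio from 0.5 to 1.5, limit read from the data, passing the limit was not always enough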; further: strong numbers were not always called active
# Target sequence (O14786 whole entry, looked up): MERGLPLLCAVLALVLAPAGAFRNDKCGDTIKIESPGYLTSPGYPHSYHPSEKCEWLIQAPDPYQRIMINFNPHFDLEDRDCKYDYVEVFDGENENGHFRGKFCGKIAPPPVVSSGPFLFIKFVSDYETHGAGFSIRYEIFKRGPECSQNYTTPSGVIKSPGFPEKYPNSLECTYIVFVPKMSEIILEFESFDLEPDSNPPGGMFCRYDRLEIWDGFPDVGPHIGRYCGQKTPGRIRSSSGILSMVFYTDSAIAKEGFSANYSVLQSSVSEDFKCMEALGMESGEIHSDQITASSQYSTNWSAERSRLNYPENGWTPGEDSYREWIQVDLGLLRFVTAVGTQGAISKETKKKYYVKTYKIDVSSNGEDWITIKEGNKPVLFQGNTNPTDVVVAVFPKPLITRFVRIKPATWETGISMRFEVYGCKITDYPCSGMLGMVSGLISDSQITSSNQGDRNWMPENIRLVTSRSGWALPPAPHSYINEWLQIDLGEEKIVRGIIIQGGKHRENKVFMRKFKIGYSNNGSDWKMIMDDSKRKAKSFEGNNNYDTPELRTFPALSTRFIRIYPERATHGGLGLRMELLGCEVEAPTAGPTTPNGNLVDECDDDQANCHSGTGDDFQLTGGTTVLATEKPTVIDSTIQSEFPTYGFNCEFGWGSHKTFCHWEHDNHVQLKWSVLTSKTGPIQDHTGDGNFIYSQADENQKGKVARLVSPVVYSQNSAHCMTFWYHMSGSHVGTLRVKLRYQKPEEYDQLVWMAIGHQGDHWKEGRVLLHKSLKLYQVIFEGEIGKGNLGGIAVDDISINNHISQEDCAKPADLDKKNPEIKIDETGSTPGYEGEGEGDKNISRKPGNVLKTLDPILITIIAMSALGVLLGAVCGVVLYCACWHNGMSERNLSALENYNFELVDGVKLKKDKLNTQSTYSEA
# Tb MetRS inh – T. brucei MetRS inhibitors, primary screen, biochemical, luminescence; methionyl-tRNA synthetase (Trypanosoma brucei brucei); purified T. brucei MetRS, ATP depletion, Kinase-Glo luminescence; inhibition, % at 11.9 µM; 0.4% of 360,000 active;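 active means inhibition above a per-plate cutoff of the control wells' mean inhibition plus 3 SD, cut at about 5.5% in these data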;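 further: 0% = DMSO wells median and 100% = median of wells with control inhibitor compound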
#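 Material: T. brucei methionyl-tRNA synthetase, purified; reagent: substrates ATP, L-methionine and bulk Escherichia coli tRNA; dosing: 11.9 µM single point; timing: 15 min plus 2 h at 25 °C; detection: luminescence of leftover ATP; evaluation: % inhibition; control set: DMSO-only wells as low control; replicates: singlicate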
# LMPTP inh – LMPTP phosphatase inhibitors, primary screen, biochemical, fluorescence intensity, uHTS | recombinant LMPTP-A, OMFP fluorogenic substrate | inhibition, % at 20 µM | Low molecular weight phosphotyrosine protein phosphatase (Homo sapiens), P24666 | 0.22% of 360,000 active;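 active means compounds that cut the enzyme signal by at least half of the control window in the single-dose screen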;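 further: plate controls were DMSO wells with enzyme plus substrate for no effect and substrate without enzyme for full effect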
#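 test system = LMPTP-A | amount = 0.625 nM LMPTP-A final | reagent = fluorogenic phosphatase substrate OMFP at 400 µM final | incubation = 50 min at room temperature | benchmarks = no-enzyme low control, uninhibited high control | medium = Bis-Tris pH 6.0, DTT, detergent | signal = fluorescence intensity of OMFP turnover product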
# SUMO1-SIM PPI – modulators of SUMO1 protein-protein interactions, primary screen, biochemical, uHTS; SUMO1 binding to a labelled peptide, TR-FRET, 1 h; inhibition, % at 20 µM; 0.33% of 360,000 active; Small ubiquitin-related modifier 1 (Homo sapiens), P63165; in the data active means inhibition above about 37%
# Target sequence (P63165 whole entry, looked up): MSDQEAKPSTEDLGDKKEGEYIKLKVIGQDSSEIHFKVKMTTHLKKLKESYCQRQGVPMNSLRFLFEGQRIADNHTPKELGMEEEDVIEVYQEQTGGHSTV
# DNMT1 block – human DNMT1 methyltransferase inhibitors, primary screen, biochemical, molecular beacon, fluorescence, HinP1I cleavage, uHTS; inhibition (reported as % activation of signal), % at 10 µM; DNA (cytosine-5)-methyltransferase 1 (Homo sapiens), P26358; AID 588458, 2011; 0.83% of 360,000 active; in the data active means inhibition above about 50%
# STEP block – STEP phosphatase inhibitors, primary screen, biochemical, fluorescence intensity, uHTS. inhibition, % at 20 µM. 0.25% of 360,000 active. Tyrosine-protein phosphatase non-receptor type 5 (Homo sapiens), P54829. recombinant STEP, OMFP fluorogenic substrate;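 active means inhibition at 20 µM, scaled per plate between control wells, above about 37%, limit read from the data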;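 further: 0% = DMSO with enzyme and substrate and 100% = substrate only without enzyme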
#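 Material: STEP (striatal-enriched tyrosine phosphatase) enzyme, cell-free | Medium: 50 mM Bis-Tris pH 6.0 with 2.5 mM DTT and 0.005% Tween 20 | Read-out: Percent inhibition scaled to no-enzyme and uninhibited-enzyme controls, plate-pattern corrected | Signal: Fluorescence read at 480 nm ex / 540 nm em | Times: 20 min reaction, room temperature, in the dark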
# E coli Lon inh – inhibitors of E. coli Lon protease, primary screen, biochemical, fluorescence polarization | P0A9M0 | purified E. coli Lon protease | inhibition, % at 7.94 µM | 0.42% of 360,000 active; in the data active means inhibition above about 13%, passing the limit was not always enough;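 further: 0% = enzyme with probe and DMSO and 100% = no enzyme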
# bovine MsrA act – bovine MsrA enzyme activators, primary screen, biochemical, absorbance, HTS; Methionine sulfoxide reductase A (Bos taurus); purified bovine MsrA, absorbance read-out; AID 602163, 2012; activation, % at 10.6 µM; 0.3% of 360,000 active; in the data active means activation above about 7.5%;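 further: 0% = vehicle and 100% = reference activator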
# Scp1 inh – Scp-1 phosphatase inhibitors, primary screen, biochemical, colorimetric, uHTS | Carboxy-terminal domain RNA polymerase II polypeptide A small phosphatase 1 (Homo … | Recombinant Scp1, phosphopeptide, malachite green phosphate absorbance | inhibition, % at 20 µM | 0.88% of 340,000 active | AID 493091, 2011;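 active means inhibition above about 50% at 20 µM, limit read from the data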;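 further: plate controls were DMSO wells with enzyme for no effect and wells lacking enzyme for full effect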
#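 Test system – truncated SCP-1 phosphatase (76-261aa) · Reagent – Phosphorylated 17-residue peptide substrate · Incubation – 45 min room-temperature reaction, 5 min colour, 30 min stabiliser · Detection – colorimetric phosphate reagent with accelerator and stabiliser, absorbance at 630 nm · Measure – % inhibition at 20 µM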
# * = called active by the depositor; nt = not tested or not shown.
SMILES,MsrA inh,NRP1-CendR mod,Tb MetRS inh,LMPTP inh,SUMO1-SIM PPI,DNMT1 block,STEP block,E coli Lon inh,bovine MsrA act,Scp1 inh
CCOc1ccc(Br)cc1C1C(C(=O)OC)=C(N)Oc2cc(N(C)C)ccc21 (centres undefined),0.7,-23,2.2,3.0,1,-10,7,-8,0,-3
CC1Oc2ccccc2N(CC(=O)Nc2ccc3c(c2)OCCO3)C1=O (centres undefined),1.4,-1,-0.2,-0.2,-2,0,2,-11,-2,-4
O=C(N/N=C/c1cc(Br)ccc1O)Nc1ccccc1,1.7,-3,-0.4,7.4,-1,-6,-2,11,-5,-5
CCN(CC)C(=O)N1CCN(C(=O)c2ccc(C)cn2)CC1,-0.7,0,0.1,-2.5,3,5,6,1,-1,1
CSc1nnc(C)c(=O)n1COC(=O)COc1ccccc1,-0.1,2,-0.9,-1.9,-1,1,0,-5,-2,-4
COc1ccc(-n2c(Cc3ccccc3)nnc2SCC(=O)N2CCCc3ccccc32)cc1,-0.3,-13,0.2,2.8,1,-1,-3,-2,-1,6
Cc1sc2ncn(CC(=O)NCCN3CCOCC3)c(=O)c2c1S(=O)(=O)N1CCC(C)CC1,-0.8,1,-0.8,0.5,-1,0,-1,-1,1,-3
O=C(NCc1ccc(F)cc1)C(=O)NCC1OCCN1S(=O)(=O)c1ccc2c(c1)OCCO2 (centres undefined),0.8,-4,0.1,-2.0,-7,-4,-1,-4,-2,-10
Cc1ccc(C(=O)CCC(=O)Nc2ccc(Cl)c(S(=O)(=O)Nc3cccc(Cl)c3)c2)cc1,0.9,-14,-1.5,5.7,17,-2,-2,6,-13,1
COc1cccc(-n2c(=O)c3sccc3n(CC(=O)NC3CCCCC3)c2=O)c1,-0.3,15,-0.6,0.3,0,1,0,7,-6,-2
CCOC(=O)c1ccccc1NC(=O)CSc1nc2c(sc(=S)n2CC)c(=O)[nH]1,0.1,-13,0.3,0.2,8,1,-2,1,-4,-5
CSc1ccccc1OCc1cc(C(=O)N(C)Cc2c(C)n[nH]c2C)no1,nt,-6,-0.5,0.1,-2,-3,-2,-5,-3,-2
O=C(CCS(=O)(=O)c1ccc2c(c1)NC(=O)CO2)NCCc1ccccc1,0.3,9,-0.1,-0.2,0,-1,-1,-11,-1,-3
COc1ccc(OC)c(NC(=O)COC(=O)c2nc(Cl)ccc2Cl)c1,0.4,-4,-0.2,0.1,-2,1,-1,-8,-3,-3
Cc1cccc(NC(=O)CNC(=O)CN2C(=O)NC3(CCCc4ccccc43)C2=O)c1C (centres undefined),0.8,-4,-0.4,-2.4,2,1,3,-5,1,-3

# 3 compounds picked at random from the list so far:
SMILES,MsrA inh,NRP1-CendR mod,Tb MetRS inh,LMPTP inh,SUMO1-SIM PPI,DNMT1 block,STEP block,E coli Lon inh,bovine MsrA act,Scp1 inh
CC1Oc2ccccc2N(CC(=O)Nc2ccc3c(c2)OCCO3)C1=O (centres undefined),1.4,-1,-0.2,-0.2,-2,0,2,-11,-2,-4
Cc1cccc(NC(=O)CNC(=O)CN2C(=O)NC3(CCCc4ccccc43)C2=O)c1C (centres undefined),0.8,-4,-0.4,-2.4,2,1,3,-5,1,-3
O=C(CCS(=O)(=O)c1ccc2c(c1)NC(=O)CO2)NCCc1ccccc1,0.3,9,-0.1,-0.2,0,-1,-1,-11,-1,-3

# The listing continues:
SMILES,MsrA inh,NRP1-CendR mod,Tb MetRS inh,LMPTP inh,SUMO1-SIM PPI,DNMT1 block,STEP block,E coli Lon inh,bovine MsrA act,Scp1 inh
O=[N+]([O-])c1ccc(C=Nc2ccccc2)cc1,-0.7,-5,0.2,-0.8,-37,-3,0,6,-1,nt
CC1CCCCC12NC(=O)N(CC(=O)Nc1ccc(N3CCCCC3)cc1)C2=O (centres undefined),-0.7,7,-0.2,0.1,-4,1,0,-3,-4,1
CCCCNC(=O)C1(C)CCN1C(=O)CSc1ccccc1 (centres undefined),0.1,6,-0.1,-1.2,0,5,-3,5,1,nt
O=C(COC(=O)C1C2CC3OC(=O)C1C3C2)Nc1ccc(Cl)cc1 (centres undefined),3.3,6,2.8,-0.8,1,0,1,4,-2,-3
CCCc1ccc(OCc2nc(-c3ccc(NC(=O)c4ccco4)cc3)no2)cc1,-1.2,-6,-0.9,2.3,-2,2,0,2,-3,-5
Cc1cc(NC(=O)CCN2CCN(CCO)CC2)ccc1Br,-0.9,3,-0.6,-1.9,6,7,-2,0,-4,0
COc1ccc(C(=O)N2CCC(CCC(=O)Nc3cccc(C)c3)CC2)cc1,-0.9,23,-0.5,-0.4,8,-1,-2,4,-1,-2
O=C(CCNS(=O)(=O)c1ccccc1)OCc1nc2ccsc2c(=O)[nH]1,0.9,1,-0.1,-1.2,8,7,0,2,-2,-4
CCCCCOC(=O)Nc1ccc(S(=O)(=O)Nc2cccc([N+](=O)[O-])c2)cc1,-0.5,1,0.1,3.1,-11,-8,-1,2,-3,-12
O=C(CCCSc1nnc(SCCCC(=O)c2ccc(F)cc2)s1)c1ccc(F)cc1,1.6,7,0.4,4.6,1,5,6,4,-3,-15
Cc1ccc(N/N=C/c2ccc(N3CCOCC3)cc2)cc1C,1.3,4,-0.2,-1.3,3,0,4,-2,0,4
CCCCNc1nc2ccccc2nc1NS(=O)(=O)c1cccs1,3.3,11,-0.9,-1.2,5,0,4,3,-5,-7
Cn1cc([N+](=O)[O-])c(C(=O)NCc2cc3cc(Cl)ccc3[nH]2)n1,-0.8,7,0.9,-0.7,-19,-8,-4,2,-3,-5
CC1CCc2c(C(=O)Nc3nccs3)csc2C1 (centres undefined),-0.3,2,-0.6,0.2,-1,-2,2,-1,-5,-4
Cc1cc(C(=O)NN)c(C)o1,0.9,0,-0.8,-0.3,5,4,1,4,-6,-12
COc1ccc(CC(N)c2csc(NC(=O)Nc3ccccc3-c3ccccc3)n2)cc1 (centres undefined),-1.7,18,-0.4,1.6,-49,-16,3,0,0,nt
CCOc1ccccc1/C=C(\C(=O)O)c1ccc(S(=O)(=O)N2CCCCC2)s1,2.9,0,0.1,0.1,-3,8,-1,-11,-2,20
O=C(OCC(=O)N1CCC(Cc2ccccc2)CC1)c1ccccc1F,0.4,3,-0.4,0.7,5,3,3,3,-4,-5
O=C1CCCC(=O)C1=C1SCCS1,4.0,-1,-0.2,-2.3,-4,4,-4,-6,-5,-7
COCCn1c(N)c(N(Cc2ccccc2)C(=O)c2ccc3ccccc3c2)c(=O)[nH]c1=O,0.6,9,1.6,-1.0,7,0,2,-7,-8,-6
O=C(c1cc([N+](=O)[O-])ccc1N1CCOCC1)N1CCN(S(=O)(=O)c2ccc(F)cc2)CC1,3.1,3,-0.3,-0.5,-17,0,0,-8,-3,-3
COc1ccc(-c2cc(C(=O)N3CCN(c4ccccc4)CC3)no2)cc1OC,0.2,-22,1.2,0.5,2,-5,1,3,0,-7
CCOCCN(C(=O)c1ccccc1Cl)c1cccc(C)c1C,-0.1,2,0.1,0.5,-2,-6,0,-1,-3,-2
O=C(Cn1c2ccc(F)cc2c2nc3n(c(=O)c21)CCS3)Nc1ccc(Cl)cc1F,-1.5,-16,-0.2,1.2,1,27,2,3,-2,-7
O=C(c1ccccc1F)N1CCN(C(=O)C(c2ccccc2)c2ccccc2)CC1,2.2,22*,-0.2,-0.8,3,2,-3,1,-3,-2
COC(=O)C[C@@H]1C=C[C@H](NC(=O)c2ccccc2)[C@@H](CO)O1,0.5,4,-0.2,0.4,7,nt,nt,nt,nt,nt
O=C(C[n+]1cc(Br)cc2ccccc21)c1ccc(Cl)cc1,0.6,-40,-0.1,-0.5,-38,2,-1,-19,-2,-2
COc1ccccc1NC(=O)C(C)OC(=O)c1ccc(-n2cnnn2)cc1 (centres undefined),0.1,-4,-0.3,0.3,9,-1,-2,11,-13,-5
O=C(Nc1ccc(-c2csc(Nc3ccccc3)n2)cc1)c1ccccc1,-0.2,13,-0.1,2.0,3,-24,1,-9,-2,-1
CCc1ccc(C2C(C#N)=C(N)N(N(C)C)C3=C2C(=O)CCC3)cc1 (centres undefined),1.7,4,-0.7,0.9,5,-5,2,-3,-1,-10
CCN1C(=O)c2n[nH]c(C(=O)OC)c2C1=O,-0.8,4,-0.9,-3.8,-5,1,2,-13,-3,-1
CCc1nc2ccc(C(=O)NCCOc3ccc(OC)cc3)cn2c1N(C)Cc1ccc(N(C)C)cc1,-0.3,-5,-0.3,4.0,2,0,0,5,1,nt
O=C(CSc1nc2sc3c(c2c(=O)[nH]1)CCC3)NCCO,0.1,-16,-0.2,-2.2,0,-1,0,1,2,-4
Cc1cc(C)cc(N(C(=O)CCC(=O)Nc2cc(C)on2)C(C(=O)NC2CCCC2)c2ccco2)c1 (centres undefined),-1.7,7,-1.1,0.0,-4,10,1,1,-9,-1
CSc1ccccc1NC(=O)Cn1nc([N+](=O)[O-])c(Cl)c1C,0.9,1,-0.9,0.5,-4,0,1,-9,-4,-8
COc1cc(/C=N/NC(=O)c2cc[n+]([O-])cc2)cc(OC)c1OC,2.3,4,0.0,-2.2,-4,1,-4,-2,-2,-8
NNc1nc(-c2ccccc2)nc(-c2ccccc2)c1Br,0.9,0,-0.1,6.6,1,-9,0,6,-3,-3
CCC(=O)NNC(=O)c1c(O)c2ccccc2[nH]c1=O,0.0,11,-0.5,0.7,1,-2,10,2,6,-7
O=C1/C(=C/c2ccccc2)SC(=S)N1N1C(=O)C2CC2C1=O (centres undefined),-0.5,-6,-0.9,1.6,-10,3,0,-6,-11,-1
CCCn1c(N2CCN(C(=O)Nc3ccc(Cl)cc3)CC2)nc2ccccc21,0.9,-5,-0.3,1.7,-3,-1,0,1,0,-6
COc1ccc2sc(-c3ccccc3OC)c(-c3ccc(OC)c(F)c3)c2c1,0.9,5,-0.3,1.1,-6,-5,0,-3,-3,-17
CCOc1cc(/C=C2\C(=O)N(CCC#N)N=C2C)ccc1OCC(N)=O,-1.1,10,0.6,1.4,3,-9,-4,2,1,-8
Cc1ccc(Sc2nc([N+](=O)[O-])nn2C)cc1,-0.3,-8,0.4,0.1,-24,7,1,8,0,-8
CCN(CC)CCOCCOc1ccc(Cl)c2ccccc12,-0.3,11,-0.4,-0.7,-7,1,-1,-1,-4,-1
